CSN deneddyl inh – inhibitors of human CSN-mediated cullin deneddylation. 360,000 tested, 0.38% active. inhibition, % at 12.5 µM. AID 651999. Purified CSN, SCF-Nedd8-OG deneddylation, fluorescence polarization. Q92905;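 active = pattern-corrected inhibition above about 35%, with an unprinted fluorescence ratio check between 0.5 and 1.5, limit read from the data, passing the limit was not always enough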;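 also: 0% = enzyme with substrate and 100% = substrate without enzyme; some results filed as inactive read as strong as hits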
Target sequence (Q92905 whole entry, looked up, one chain of several): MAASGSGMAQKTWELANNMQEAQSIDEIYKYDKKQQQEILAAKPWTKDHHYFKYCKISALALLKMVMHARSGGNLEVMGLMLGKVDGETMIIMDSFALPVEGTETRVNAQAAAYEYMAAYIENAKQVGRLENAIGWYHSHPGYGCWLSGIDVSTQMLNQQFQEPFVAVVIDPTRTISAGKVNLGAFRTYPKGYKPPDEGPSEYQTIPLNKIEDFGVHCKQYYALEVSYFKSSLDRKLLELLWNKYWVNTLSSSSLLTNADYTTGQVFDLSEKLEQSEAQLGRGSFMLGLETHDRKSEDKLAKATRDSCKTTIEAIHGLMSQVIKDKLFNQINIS
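Schedule: reaction 90 min, room temperature / Assay system: HEK293T-derived human Csn5 enzyme / Input: Csn5 at 0.24 nM final / Measure: inhibition of Csn5 cleavage, % / Control set: substrate-only high control, full reaction low control / Technique: fluorescence polarization of the substrate / Buffer or medium: Tris/NaCl/DTT buffer, pH 7.5 / Reagent: SCFSkp2-Nedd8OG substrate at 10 nM final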
FAS-TE inh – blocks the thioesterase domain of human fatty acid synthase; P49327; recombinant FAS-TE, OMFH fluorogenic substrate, fluorescence endpoint; inhibition, % at 15 µM; 360,000 tested, 0.67% active; AID 602261;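 active = compounds whose normalised, plate-corrected inhibition of enzyme fluorescence in the single-dose primary screen is 50% or more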;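 also: 0% = DMSO with enzyme and 100% = substrate without enzyme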
Neddylation inh – cullin neddylation inhibition; P61081+Q13564; TR-FRET cullin neddylation, biochemical; calls only at 25 µM; 360,000 tested, 0.58% active; AID 651699; in the data active = inhibition above about 36%
Tb MetRS inh – Trypanosoma brucei MetRS inhibition; purified T. brucei MetRS, ATP depletion, Kinase-Glo luminescence; 360,000 tested, 0.4% active; inhibition, % at 11.9 µM;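 active = inhibition above a per-plate cutoff of the control wells' mean inhibition plus 3 SD, cut at about 5.5% in these data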;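 also: 0% = DMSO wells median and 100% = median of wells with control inhibitor compound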
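Dosing: 11.9 µM single point; system: parasite MetRS enzyme; technique: luminescence of leftover ATP; times: 15 min enzyme-compound preincubation, 2 h reaction, 10 min detection, 25 °C; replicates: each compound tested once; read-out basis: percent inhibition relative to median high and low control wells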
MLLE-PAM2 inh – blocks PAM2 peptide binding to the PABP1 MLLE domain. GST-MLLE / FITC-PAM2 fluorescence polarization. 360,000 tested, 0.36% active. P11940. inhibition, % at 20 µM; in the data active = inhibition above about 35%, passing the limit was not always enough;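 also: plate controls were DMSO wells with GST-MLLE for no effect and wells lacking GST-MLLE protein for full effect; some results filed as inactive read as strong as hits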
Target sequence (P11940 whole entry, looked up, the tested form may be a part): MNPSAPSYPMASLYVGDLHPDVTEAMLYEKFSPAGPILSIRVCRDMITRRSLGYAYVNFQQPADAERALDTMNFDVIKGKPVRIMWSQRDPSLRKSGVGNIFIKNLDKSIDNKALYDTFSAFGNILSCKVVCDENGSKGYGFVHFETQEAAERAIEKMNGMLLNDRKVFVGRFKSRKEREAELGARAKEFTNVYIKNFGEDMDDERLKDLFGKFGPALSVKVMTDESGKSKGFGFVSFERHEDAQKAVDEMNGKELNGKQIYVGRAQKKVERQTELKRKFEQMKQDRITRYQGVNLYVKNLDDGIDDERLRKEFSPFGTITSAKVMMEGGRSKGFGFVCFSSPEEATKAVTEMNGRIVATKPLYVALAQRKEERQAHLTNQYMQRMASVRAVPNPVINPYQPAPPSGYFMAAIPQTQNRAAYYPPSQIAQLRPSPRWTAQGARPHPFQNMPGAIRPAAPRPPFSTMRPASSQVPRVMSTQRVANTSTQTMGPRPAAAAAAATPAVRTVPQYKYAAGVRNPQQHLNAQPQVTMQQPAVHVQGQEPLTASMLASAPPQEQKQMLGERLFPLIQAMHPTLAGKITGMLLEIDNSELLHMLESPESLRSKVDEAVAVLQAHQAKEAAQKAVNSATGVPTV
E coli Lon inh – inhibits E. coli Lon protease. P0A9M0. purified E. coli Lon protease, fluorescence polarization. inhibition, % at 7.94 µM. 360,000 tested, 0.42% active; in the data active = inhibition above about 13%, passing the limit was not always enough;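 also: 0% = enzyme with probe and DMSO and 100% = no enzyme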
MsrA inhibitor – inhibitors of bovine MsrA. inhibition, % at 15.5 µM. purified bovine MsrA, absorbance read-out. 360,000 tested, 0.75% active; in the data active = inhibition above about 4.5%;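 also: 0% = vehicle wells with enzyme and 100% = reference inhibitor wells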
Rin1 Abl inh – inhibitors of human Rin1-Abl protein interaction; 360,000 tested, 0.4% active; TR-FRET Rin1/Abl binding, biochemical; inhibition, % at 7.35 µM; AID 588664; in the data active = inhibition above about 5%, passing the limit was not always enough
bovine MsrA act – bovine methionine sulfoxide reductase A activation; AID 602163; activation, % at 10.6 µM; purified bovine MsrA, absorbance read-out; 360,000 tested, 0.3% active; in the data active = activation above about 7.5%;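 also: 0% = vehicle and 100% = reference activator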
Starred values were filed as active, the others as inactive; i = inactive; nt = no result given; + = active, no number.

SMILES	CSN deneddyl inh	FAS-TE inh	Neddylation inh	Tb MetRS inh	MLLE-PAM2 inh	E coli Lon inh	MsrA inhibitor	Rin1 Abl inh	bovine MsrA act
CC(=O)c1cccc(Nc2ccc(-c3ccccc3F)nn2)c1	-1	0	i	-0.3	0	0	1.3	-5	-2
Cc1ccc(NC(=O)C(=O)Nc2ccc(C)cn2)nc1	-16	-3	i	0.9	-9	6	-0.5	0	-4
CCOc1ccc(S(=O)(=O)N2CCC(C(=O)NCc3cccnc3)CC2)cc1	-2	-2	i	0.1	-7	-3	-0.5	4	-3
COc1cc(C(=O)NCc2cc(C)nc3ccccc23)cc(OC)c1OC	-8	-1	i	-0.2	-5	-3	0.2	-1	-3
Cc1ccc2[nH]c(=O)c(CN(CC3CCCO3)S(=O)(=O)c3c(C)ccc4nsnc34)cc2c1 (configuration not stated)	6	-4	i	-0.2	1	6	1.8	-1	-1
COC(=O)[C@]1(C)N[C@H](CN(C)C(=O)c2ccc(F)cc2)[C@@H]2C(=O)N(Cc3ccccc3)C(=O)[C@@H]21	-3	-8	i	0.1	2	-6	-1.0	-4	0
CCOC(=O)C1CCN(C(=O)CCNC(=O)c2ccccc2OC)CC1	1	-6	i	-0.5	12	10	-1.1	-3	-6
CC/C(=N\OC(=O)c1ccc(OC(C)C)cc1)c1ccc(C)cc1	-2	20	i	-1.0	12	-4	0.7	0	-1
CCOC(=O)C1=CCN(S(=O)(=O)c2ccccc2F)C1c1cccc(Cl)c1 (configuration not stated)	4	23	i	-0.8	2	6	0.4	2	-1
Cc1ccccc1N1CCN(CCCN2C(=O)C3CCCCN3C2=O)CC1 (configuration not stated)	1	-5	i	-0.6	13	-4	0.8	-4	1
CC(C(=O)c1ccc(-c2ccccc2)cc1)[n+]1cccc(NC(=O)c2ccccc2)c1 (configuration not stated)	4	-2	i	-0.4	5	-4	0.1	1	6
C=CCn1c(SCCC)nc(O)cc1=O	-2	-10	i	-0.5	-4	3	-0.5	-2	4
CCOc1ccc(CCN2C(=O)C3C4CCC(O4)C3C2=O)cc1OCC (configuration not stated)	-5	-3	i	0.1	-10	1	-0.2	1	-4
CN(C)c1ccc(/C=N/NC(=O)C(O)(c2ccccc2)c2ccccc2)o1	2	-6	i	-1.0	-7	-14	-1.2	-3	-8
COc1ccc(C(C)(C)C)cc1NC(=O)c1ccoc1C	0	14	i	0.1	0	4	-0.1	-4	-2
Cc1ccc(NC(=S)NC(=O)C2CC2)c(C)c1	-1	1	i	-0.4	24	-4	0.2	-2	-4
CCOC(=O)C1CCN(C(=O)c2ccc3c(Cl)c4c(nc3c2)CCCC4)CC1	3	43	i	0.2	12	-8	-0.4	-7	-1
Cn1c(N)c(C(=O)c2ccc(C#N)cc2)c(=O)n(C)c1=O	-12	-3	i	0.1	2	2	0.3	-6	-2
Cc1cc(NS(=O)(=O)c2ccc(NC(=O)COc3ccccc3C(C)(C)C)cc2)no1	2	6	i	0.1	17	-2	-0.5	4	-3
O=C(COC(=O)c1ccc[n+]([O-])c1)Nc1ccccc1OC(F)F	-2	-8	i	-0.3	-13	7	0.0	-3	-2
CCC1Nc2ncnc(N3CCc4ccccc4C3)c2N(Cc2ccc(Cl)cc2)C1=O (configuration not stated)	-3	17	i	-0.3	9	5	-0.8	0	-13
O=C(Nc1cccnc1)c1ccc2ccccc2c1O	3	-4	i	-0.8	4	0	0.4	-1	-3
Cc1cc(NC(=O)c2ccccc2)n(C(C)(C)C)n1	-1	-6	i	-0.3	6	0	-1.8	0	-2
O=C(O)c1ccccc1COc1ccccc1Cl	3	-6	i	-0.2	-8	-4	0.0	1	-3
COC(=O)c1ccc(-n2c(C)cc(/C=N/Nc3nc(C)cc(=O)[nH]3)c2C)cc1	8	-1	i	0.3	-16	3	1.6	-1	-3
O=C(CNc1ccccc1F)N/N=C/C1CC=CCC1 (configuration not stated)	-3	0	i	-0.7	7	10	1.7	-4	-2
CCN(CC)C(C(=O)NC1CCCCC1)c1ccc(C)cc1 (configuration not stated)	8	-4	i	-0.2	13	0	0.3	-3	-2
C(=N\N1CCN(c2ccccn2)CC1)/c1ccco1	-4	-3	i	0.3	17	-1	-1.0	1	-2
Cc1cc2c(cc1S(=O)(=O)NC1CCCCC1C)OCC(=O)N2 (configuration not stated)	-6	0	i	-0.3	-3	0	0.5	0	-2
NS(=O)(=O)c1ccc(CNC(=O)c2csc3c2CCCC3)cc1	-14	2	i	-0.4	7	2	0.3	1	-4
O=C(COC(=O)c1cc(=O)[nH]c2ccccc12)NCc1cccs1	-1	-4	i	-0.4	3	1	1.6	-3	-2
COc1cc(/C=N/NC(=O)Cn2cnc3c2c(=O)n(C)c(=O)n3C)ccc1O	0	-4	i	-0.2	-11	-2	1.3	-1	-2
COc1ccccc1NC(=O)CCN1C(=O)C2CC=C(Cl)CC2C1=O (configuration not stated)	3	-6	i	-0.2	2	-13	-1.1	2	-2
CCNC(=O)NC(=O)c1csc([N+](=O)[O-])c1	-2	-5	i	-0.3	5	-5	0.0	-3	1
COc1ccc(NC(=O)c2cc([N+](=O)[O-])ccc2N2CCCC2)cc1S(N)(=O)=O	8	1	i	-0.1	-6	-4	0.7	-1	-2
CN(C)c1cc(-c2ccccc2)nc(-c2ccccc2)n1	-1	2	i	-0.8	1	-3	0.4	3	-1
O=C(CCCC(=O)N1CCCC1)N1CCCC1	-2	-4	i	0.5	4	-10	-1.7	1	-1
O=C1c2ccccc2C(=O)N1CC1c2ccccc2CCN1C(=O)N1CCOCC1 (configuration not stated)	-8	-4	i	-0.4	-5	-3	nt	2	2
O=C(COC(=O)c1nc(Cl)ccc1Cl)NC1CCS(=O)(=O)C1 (configuration not stated)	-6	-4	i	-0.5	5	-3	0.4	1	-4
C[C@H](NC(=O)c1ccco1)C(=O)NCCc1ccc(S(N)(=O)=O)cc1	-3	-5	i	-0.2	11	6	0.6	-4	-2
COc1cccc(NC(=O)CN(C)C(C)C(=O)Nc2ccc(C#N)cc2)c1 (configuration not stated)	-4	4	i	-1.1	-1	3	-1.1	-2	-7
O=C(Nc1cccnc1)c1ccc2c(c1)C(=O)N(Cc1cccnc1)C2=O	-2	-4	i	0.0	6	6	0.1	-3	1
CCc1ccc([C@H]2[C@@H]3C(=O)C[C@@H]4C(=O)N(CC)C(=O)[C@@H]4[C@@H]3CN2S(=O)(=O)c2ccc(C)cc2)cc1	2	7	i	-0.7	-2	-1	-1.0	2	3
CN1c2ccccc2N(C)C1(C)c1ccccc1	-10	2	i	-0.6	13	38*	1.3	-4	-6
Cc1ccc(N2C(=O)N(CC(=O)Nc3cc(Cl)ccc3C)C(=O)C2C)cc1 (configuration not stated)	-2	31	i	-0.2	-3	-7	-0.2	1	-2
CC1CCN(S(=O)(=O)c2ccc(NC(=O)CNC3CCCCC3)cc2)CC1	-1	6	i	-0.9	5	4	0.7	5	-2
Cn1nc(C(=O)NCCOc2ccccc2)c2ccccc2c1=O	-5	-2	i	-0.5	17	12	0.0	-2	-6
COc1ccc(OCc2cn(CC(=O)c3ccc(O)cc3)nn2)cc1	-2	-5	i	0.3	-1	-1	1.0	-1	-8
COc1cc(C(=O)N/N=C(\C)c2ccc(NC(=O)Cc3ccccc3)cc2)ccc1O	3	-2	i	-0.3	-4	1	0.5	-2	6
COc1ccc([N+](=O)[O-])cc1NC(=S)NC(NC(C)=O)C(Cl)(Cl)Cl (configuration not stated)	0	13	i	-0.4	21	-10	1.3	-5	-4
COc1ccc(NC(=O)/C(Cl)=C(/Cl)S(=O)(=O)Cc2ccccc2)cn1	7	38	i	-0.5	-13	-6	1.5	4	-4
COc1ccc(Nc2ncnc3sc(-c4ccccc4)cc23)cc1OC	-3	22	nt	0.8	-5	-2	2.9	-7	-2
CC(=O)N1[C@H](C)C=C[C@]1(Cc1ccccc1)C(=O)O	6	-4	i	-0.1	-10	-9	-0.6	2	1
COCCCNC(=O)CCc1c(C)nc2c(c(C)nn2-c2ccc(C)cc2)c1C	-4	-8	nt	-0.8	-3	-1	-0.2	1	-3
CCN(CC)C(=O)Cn1cnc2sc(C(=O)N3CCN(c4ccc(F)cc4)CC3)c(C)c2c1=O	4	-4	i	-0.3	20	2	0.6	0	-2
CN1CCN(c2nc(N3CCN(CCO)CC3)nc3ccccc23)CC1	5	-8	+	-0.3	9	6	1.3	1	-4
Nc1ccccc1C(=O)N1CCC(O)(c2ccc(Cl)cc2)CC1	-4	-3	i	0.1	-5	0	0.1	0	-3
Cc1ccc(Cn2ccsc2=NC(=O)COC(=O)c2ccc(NC(=O)CC#N)cc2)cc1	3	6	i	-0.5	-19	0	-0.2	-1	-5
Cc1ccc(Nc2c(-c3ccccn3)nc3cc(C)ccn23)cc1	1	-12	nt	-0.9	9	-19	0.6	-6	-11
CC[C@@]1(C(=O)OC)N[C@H](CN(C)S(=O)(=O)c2ccc(C(C)(C)C)cc2)[C@@H]2C(=O)N(Cc3ccccc3)C(=O)[C@@H]21	0	18	i	-1.5	14	-2	-1.2	-5	-9

3 of the compounds above, as labelled records:
mol: COc1ccc(Nc2ncnc3sc(-c4ccccc4)cc23)cc1OC
  CSN deneddyl inh = -3	FAS-TE inh = 22	Neddylation inh = nt	Tb MetRS inh = 0.8	MLLE-PAM2 inh = -5	E coli Lon inh = -2	MsrA inhibitor = 2.9	Rin1 Abl inh = -7	bovine MsrA act = -2
mol: COc1ccc(OCc2cn(CC(=O)c3ccc(O)cc3)nn2)cc1
  CSN deneddyl inh = -2	FAS-TE inh = -5	Neddylation inh = i	Tb MetRS inh = 0.3	MLLE-PAM2 inh = -1	E coli Lon inh = -1	MsrA inhibitor = 1.0	Rin1 Abl inh = -1	bovine MsrA act = -8
mol: CC1CCN(S(=O)(=O)c2ccc(NC(=O)CNC3CCCCC3)cc2)CC1
  CSN deneddyl inh = -1	FAS-TE inh = 6	Neddylation inh = i	Tb MetRS inh = -0.9	MLLE-PAM2 inh = 5	E coli Lon inh = 4	MsrA inhibitor = 0.7	Rin1 Abl inh = 5	bovine MsrA act = -2

The list goes on.
SMILES	CSN deneddyl inh	FAS-TE inh	Neddylation inh	Tb MetRS inh	MLLE-PAM2 inh	E coli Lon inh	MsrA inhibitor	Rin1 Abl inh	bovine MsrA act
COc1ccc(CCN(Cc2ccccn2)C(=S)Nc2ccccc2Cl)cc1OC	-8	10	i	-0.7	-10	3	1.6	-2	-2
COc1ccc(NS(=O)(=O)c2cc(NC(=O)c3ccc(=O)[nH]n3)ccc2N2CCOCC2)cc1	4	0	i	0.1	16	-5	1.9	3	-3
CCC(C(=O)NN1C(=O)c2ccccc2C1=O)c1ccccc1 (configuration not stated)	-8	-1	i	-0.9	11	2	-0.2	-7	5
Brc1ccc2nc(-c3cccs3)c(NCC3CCCO3)n2c1 (configuration not stated)	13	-2	i	-1.0	14	9	1.6	0	-4
COc1ccc(COC(=O)c2ccc(N3CCCC3=O)cc2)cc1F	-1	16	i	0.0	4	6	-1.2	2	2
CCCOc1ccc(CNC(=S)N/N=C/c2ccc([N+](=O)[O-])cc2)cc1	0	27	i	-1.2	25	-4	1.5	-1	-12
Fc1ccc(Br)cc1C1C=C(c2ccc(Br)s2)Nc2ncnn21 (configuration not stated)	13	-18	i	-1.1	i	-23	nt	2	-8
CCc1nnc(NC(=O)C2CC(=O)N(Cc3ccco3)C2)s1 (configuration not stated)	-1	2	i	-0.4	21	-3	-0.4	2	1
CC(=O)c1cccc(NC(=O)N2CCC(NC(=O)c3ccco3)CC2)c1	1	-2	i	-0.2	6	-2	0.1	-2	-1
Cc1nccn1CCc1n[nH]c(=S)n1Cc1ccccc1	1	-12	i	-0.7	-31	10	-0.6	-1	-5
NNC(=O)CCN(Cc1ccco1)S(=O)(=O)c1ccc(Cl)cc1	-3	-5	i	-0.1	0	-4	-0.4	3	1

Screening results deposited in PubChem BioAssay by several laboratories.
